Bioassay records from PubChem BioAssay.
Yfh1-depleted yeast = mitochondrial function rescue without frataxin homolog – Friedreich's ataxia, plus single-dose screen, dose response (AID 1465) | S. cerevisiae Yfh1-off respiration, WST-1 reduction, 72 h; higher fold induction means a stronger effect | fold induction at 50 µM, or EC50 in µM where a hit was titrated | 0.074% of 220,000 active;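 active = fold induction of absorbance versus untreated yeast above a set limit, then at least 30% activation at any dose in follow-up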;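 also: activators that raise dye reduction in frataxin-depleted yeast; strong numbers were not always called active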
ER stress rescue = rescue of cells from ER stress-induced death, primary screen, 384-well, CSM14.1, thapsigargin, ATP luminescence (AID 1222); CSM14.1 thapsigargin-induced death rescue, ATP luminescence; higher % means a stronger effect; one-dose cellular ATP content (survival), % at 20 µM; EC50 in µM for titrated hits; 190,000 tested, under 10 active;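 active = EC50 below 50 µM in the dose-response confirmation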;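 also: death triggered by thapsigargin at about 15 µM added after 2 h compound pretreatment; cell ATP read after overnight thapsigargin exposure of roughly 18 to 22 hours; normalized against plate controls of thapsigargin alone and 5% DMSO vehicle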
P. falciparum M17LAP = P. falciparum M17LAP inhibitors, primary screen, biochemical, fluorogenic H-Leu-NHMec substrate, 1536-well (AID 1619); recombinant M17LAP, H-Leu-NHMec fluorogenic kinetic assay; higher % means a stronger effect; inhibition, % at 30 µM; hits with a dose series show IC50 in µM; 0.38% of 220,000 active;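 active = compound inhibiting the enzyme by more than half at any dose during confirmatory dose-response retesting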;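 also: plate controls were full reaction with DMSO carrier for no effect and no enzyme background for full effect; strong numbers were not always called active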
MT stabilize HCS = microtubule stabilizers in HeLa cells; 0.83% of 200,000 active; AID 2205; % tubulin-high responders, % at 10 µM; HeLa tubulin immunostaining HCS, 24 h; share of cells brighter than vehicle mean+2SD;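 active = plate Z-score above 3 for both tubulin-high and condensed-nucleus cell shares, with cell loss under 80%, at 10 µM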;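 also: anti alpha tubulin signal scored within the nucleus-defined area of each cell; some results filed as inactive read as strong as hits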
Insulin prom up = MIN6 insulin promoter up-regulation; 0.3% of 190,000 active; MIN6 insulin promoter-GFP reporter, high-content imaging; stronger effect = higher value; z-score at 5 µM; AID 1625;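 active = z-score above 3 at 5 µM with at least 500 cells counted in the well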
Autophagy HCS = alters autophagy in cells | MEF GFP-LC3 puncta imaging; test concentration mostly 10 µM | calls only at 10 µM (by protocol) | 0.98% of 190,000 active | AID 463193;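 active = percentage of spot-positive cells more than 3 SD above its plate mean, without a fluorescence outlier flag or 80% toxicity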;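 also: spot-positive cell cutoff set from DMSO-treated cells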
Dynein cargo inh = blocks dynein driven cargo transport along microtubules; z-score, hits read low; AID 1381; 0.47% of 220,000 active; 3617.4 mouse cells, GR-EGFP nuclear translocation imaging; test concentration mostly 20 µM; stimulated with dexamethasone, 1 µM; stronger effect = lower value;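 active = plate z-score of nuclear minus cytoplasmic receptor signal below a set negative limit, without overly bright fluorescence or cell loss, cut at about -3.5 in these data, passing the limit was not always enough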;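 also: z-score of nuclear minus cytoplasmic ring GR-EGFP intensity difference per well; some compounds called inactive have numbers as strong as hits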
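Buffer or medium: tet-free medium with charcoal-stripped serum / Also added: dexamethasone agonist, 1.0 µM final, for 30 min / Timing: induction 48 h, compound 1 h, agonist 30 min / Measured by: high-content fluorescence imaging after fixation / Read-out: nuclear-to-cytoplasmic GR-EGFP distribution per well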
P. falciparum M1AAP = P. falciparum M1AAP inhibitors, biochemical, fluorogenic H-Leu-NHMec substrate, 1536-well (AID 1445). recombinant M1AAP, H-Leu-NHMec fluorogenic kinetic assay; higher % means a stronger effect. one-dose inhibition, % at 30 µM; IC50 in µM for titrated hits. 0.42% of 220,000 active;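 active = primary inhibition above the hit cutoff, then over 50% inhibition at one or more dose response concentrations, cut at about 23% in these data, passing the limit was not always enough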;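 also: plate controls were DMSO full reaction for no effect and no enzyme background for full effect; strong numbers were not always called active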
Hep lipid drop = modulators of hepatic lipid droplet formation | AML12 mouse hepatocytes, oleate lipid droplets, BODIPY imaging | inhibition, % at 6.5 µM | 0.4% of 240,000 active | AID 1656;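 active = lipid droplet intensity inhibited by at least 50%, with more than 500 cells counted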
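Test system: AML12 hepatocytes (mouse); reagent: oleate loading, 100 µM; dosing: one dose, 6.5 µM compound; incubation: overnight exposure; signal: fluorescence imaging, 20x objective, two fields per well; read-out basis: % inhibition of corrected integrated BODIPY droplet signal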
Dynein cargo inh cytoplasmic EGFP = also measured in Dynein cargo inh; calls as there; z-score; measured here: cytoplasmic GR-EGFP intensity; stronger effect = higher value
Dynein cargo inh nuclear GR-EGFP = further read-out of Dynein cargo inh, marked with its call; z-score; measured here: nuclear GR-EGFP intensity;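 lower value marks the stronger effect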
Dynein cargo inh cell count = also measured in Dynein cargo inh; calls as there; z-score; measured here: cell count per field
Insulin prom up cell count = recorded beside Insulin prom up, whose call it bears; cell count; measured here: cytotoxicity, nuclei count;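 total cells summed across four imaged fields per well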
Hep lipid drop cells 6.5 µM = second read-out of Hep lipid drop, no call of its own (marks repeat the call); cell count; measured here: cell count, cytotoxicity flag;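 cells counted across two imaged fields per well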
MT stabilize HCS Hoechst-high % = second read-out of MT stabilize HCS, no call of its own (marks repeat the call); % Hoechst-high responders; measured here: nuclear condensation Hoechst responders;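 share of cells brighter than vehicle mean plus two SD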
MT stabilize HCS cytotoxicity % = recorded beside MT stabilize HCS, whose call it bears; toxicity, %; measured here: cytotoxicity by cell density;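 0% = mean cell density of plate MIN control wells and 100% = no cells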
Autophagy HCS cell loss 18 h = recorded beside Autophagy HCS, whose call it bears; toxicity, %; measured here: cell loss, nuclei count;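 cell loss after 18 h compound exposure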
* = called active by the depositor; i = inactive; · = not tested or not shown.

SMILES | Yfh1-depleted yeast | ER stress rescue | P. falciparum M17LAP | MT stabilize HCS | MT stabilize HCS Hoechst-high % | MT stabilize HCS cytotoxicity % | Insulin prom up | Insulin prom up cell count | Autophagy HCS | Autophagy HCS cell loss 18 h | Dynein cargo inh | Dynein cargo inh cytoplasmic EGFP | Dynein cargo inh nuclear GR-EGFP | Dynein cargo inh cell count | P. falciparum M1AAP | Hep lipid drop | Hep lipid drop cells 6.5 µM
CC(C)SCCCOc1ccc(C(C)(C)C)cc1 | i | -0.3% | -1.5% | 1.0 | 1.6 | 16.9 | 0.29 | 932 | i | -4.4 | 0.136 | -0.321 | -0.0984 | 0.35 | -1.0% | -1.9 | 778
CCOC(=O)C1(C)C=C(Nc2cccc(OC)c2)C(=O)N1c1ccccc1 (centres undefined) | i | · | -0.2% | · | · | · | 0.03 | 952 | · | · | -0.132 | -0.318 | -0.478 | 1.22 | 0.4% | -44.5 | 713
Cn1nc(C(=O)Nc2nnc(C3CC3)s2)c2ccccc2c1=O | i | -1.7% | 15.8% | 1.9 | 2.1 | 4.1 | 0.59 | 1272 | i | -2.9 | -0.727 | -0.26 | -0.278 | 0.567 | 21.3% | -20.7 | 724
CCOC(=O)c1ccc(NC(=O)CSc2nc(NC(=O)c3ccccc3)c3c(C)c(C)oc3n2)cc1 | i | -0.1% | 16.2% | 2.1 | 1.2 | 10.0 | -0.96 | 1135 | i | 19.2 | 0.826 | -0.265 | 0.524 | -0.232 | 2.5% | · | ·
COC(=O)c1ccccc1S(=O)(=O)N1CCn2cccc2C1C (centres undefined) | i | -1.0% | 14.4% | 1.6 | 2.5 | 4.9 | -0.83 | 1247 | i | 0.9 | 1.64 | -0.188 | 1.21 | -1 | 1.4% | -21.1 | 707
COc1ccc2cc(C(=O)NCc3ccccc3)c(=Nc3ccc(C(=O)O)cc3)oc2c1 | i | 3.6% | 0.1% | 3.9 | 1.5 | 5.5 | -0.41 | 1279 | i | 39.1 | -0.31 | -0.318 | -0.209 | -0.395 | 11.5% | 5.9 | 639
COc1ccc(NS(=O)(=O)c2cc(C(=O)N3CCN(C(C)=O)CC3)ccc2Cl)cc1 | i | 0.2% | 3.4% | 2.0 | 2.6 | 6.9 | -0.26 | 1324 | i | -11.4 | -1.12 | -0.196 | -0.945 | 0.686 | 1.6% | -2.0 | 727
CCOC(=O)Cn1c(=O)oc2cc(S(=O)(=O)N3CCC(N4CCCCC4)CC3)ccc21 | i | -0.5% | -11.4% | 2.3 | 2.8 | 7.5 | -0.4 | 1004 | i | 18.3 | -0.193 | -0.158 | -0.0765 | -0.187 | -7.1% | · | ·
COc1ccccc1C(=O)N1CCC(C(=O)c2ccc(F)cc2)CC1 | i | -0.7% | -0.2% | 1.8 | 1.4 | 7.8 | -0.54 | 1634 | i | 0.7 | -0.369 | -0.2 | -0.02 | 0.245 | -4.5% | · | ·
O=C(Nc1nccs1)c1cc(-c2ccccc2)nn1-c1ccccc1 | i | -1.5% | 5.0% | 3.7 | 1.8 | 8.4 | 0.12 | 1133 | i | -18.2 | 0.54 | -0.214 | 0.61 | -1.17 | 0.9% | -3.7 | 716
CCNc1cc2n(c(=O)n1)CCc1cc(OC)c(OC)cc1-2 | i | 0.2% | -4.9% | 1.6 | 2.4 | 6.4 | -0.53 | 1245 | i | -22.2 | -0.23 | -0.186 | 0.0733 | 0.52 | -3.6% | · | ·
Cc1c(-c2ccc(Cl)cc2)oc(=O)c2c(N)n(-c3ccccc3)nc12 | i | 0.1% | -7.6% | 1.5 | 1.0 | 4.7 | 0.42 | 991 | i | -5.6 | -0.0657 | -0.0518 | 0.208 | -0.398 | 1.0% | 1.4 | 743
N#C/C(=C/c1ccccc1)C(=O)NCc1ccccc1 | i | -0.5% | -1.5% | 6.9 | 2.4 | 4.0 | 0.62 | 1593 | i | 15.2 | 0.0994 | -0.0911 | 0.605 | 0.149 | -3.0% | 1.7 | 519
Cc1cc(C)c2oc(-c3cccc(NC(=O)c4ccc(F)cc4)c3)nc2c1 | i | -0.3% | -3.3% | 2.5 | 2.6 | 6.4 | · | · | i | 4.4 | 0.262 | -0.254 | -0.0463 | 0.703 | 1.2% | 15.4 | 749
COc1ccc(S(=O)(=O)N2CCCCC2)cc1NC(=O)CN1CCN(C(C)=O)CC1 | i | -1.2% | 8.9% | 4.2 | 1.7 | 6.2 | -0.49 | 1639 | i | 12.7 | -0.336 | -0.236 | -0.163 | 1.22 | 3.9% | -7.6 | 670
O=C(Cn1c(-c2ccccc2)c[n+]2ccsc12)c1ccc(Br)cc1 | i | -2.1% | 0.7% | 4.1 | 2.6 | 6.8 | -1.89 | 1071 | i | 28.3 | 0.519 | -0.353 | 0.497 | -0.0687 | 4.2% | 9.2 | 694
CCOc1ccccc1NC(=O)c1ccccc1-c1nc(-c2ccccc2OC)no1 | i | -1.6% | -0.8% | 4.7 | 2.7 | 0.9 | 0.25 | 1179 | i | -4.8 | 2.04 | -0.0368 | 1.77 | -1.76 | -2.3% | · | ·
CCCCc1cc(=O)oc2cc(OCC(=O)N3CCc4ccccc43)ccc12 | i | 1.4% | 17.6% | 1.4 | 1.0 | 10.2 | -0.38 | 906 | i | 1.6 | 0.452 | 1.27 | 0.425 | -0.141 | 6.2% | -2.1 | 767
O=c1[nH]c(=O)n(-c2ccc(F)cc2)c2c1C(C(F)(F)F)(C(F)(F)F)N=C(c1ccc(F)cc1)N2 | i | 19.7% | 15.9% | 2.8 | 0.6 | 6.5 | -0.5 | 1289 | i | 2.5 | -0.448 | -0.283 | -0.245 | 0.367 | 8.1% | -8.6 | 586
CC[C@@H](NS(=O)(=O)c1ccc(C)cc1)C(=O)Oc1ccc2c3c(c(=O)oc2c1)CCC3 | i | 1.3% | -70.4% | 3.6 | 1.2 | 3.5 | 0.65 | 1340 | i | -0.3 | 1.11 | -0.113 | 0.219 | -1.34 | 6.6% | -25.6 | 685
CCOc1cc(N2CCOCC2)c(OCC)cc1NC(=O)CN1C(=O)NC2(CCc3ccccc32)C1=O (centres undefined) | i | -1.9% | -2.1% | 2.0 | 1.0 | 7.0 | -1.12 | 1019 | i | -11.7 | 0.407 | -0.219 | 0.454 | 0.169 | 17.2% | -2.3 | 776
Cc1cc(-c2n[nH]c(=S)n2/N=C/c2ccc(Cl)c([N+](=O)[O-])c2)n[nH]1 | i | -4.0% | -12.7% | 5.4 | 4.3 | 6.7 | · | · | i | 1.7 | 0.29 | -0.216 | 0.295 | -0.127 | 13.9% | 22.8 | 601
CCCC1S/C(=N/N=C/c2cccs2)NC1=O (centres undefined) | i | 1.1% | 8.7% | 4.8 | 1.7 | 5.1 | -0.78 | 1549 | i | 6.5 | 0.495 | -0.22 | 0.583 | 0.865 | 15.2% | · | ·
CC(=O)c1sc(N/N=C\c2ccccc2O)nc1C | i | -0.2% | -10.0% | · | · | · | · | · | i | -4.7 | -0.817 | 0.636 | 0.000745 | 0.384 | 11.9% | 9.8 | 653
Clc1cccc(Cl)c1CNC1CCCC1 | i | -1.6% | -11.3% | 2.5 | 1.4 | 5.8 | 0.21 | 860 | i | 0.0 | 0.332 | -0.219 | 0.657 | 0.483 | 1.9% | 6.3 | 842
O=C(NCC1CCCO1)c1ccc(NC(=O)C2C3C=CC(C3)C2C(=O)O)cc1 (centres undefined) | i | -1.5% | 9.6% | 1.5 | 1.3 | 4.5 | 0.21 | 1423 | i | 2.8 | -0.0992 | -0.187 | 0.792 | -0.424 | -2.1% | · | ·
O=C(/C=C/c1ccccc1[N+](=O)[O-])NCc1ccccc1Cl | i | -0.1% | 5.0% | 4.0 | 1.9 | 5.6 | -0.07 | 1345 | i | -0.7 | -0.706 | -0.322 | -0.194 | 1.03 | 6.5% | 12.3 | 735
O=C(C[n+]1cccc(O)c1)Nc1ccc(Br)cc1 | i | -0.8% | -2.7% | 6.1 | 2.1 | 7.7 | -0.79 | 1257 | i | 5.0 | -0.634 | -0.329 | 0.022 | 0.327 | 4.2% | 9.0 | 696
N#CCc1nn(-c2ccccc2)c(N)c1C#N | i | -0.6% | 1.4% | 3.5 | 1.8 | 5.7 | 0.54 | 1846 | i | 13.3 | -0.0859 | -0.15 | -0.322 | 0.0141 | 1.3% | -11.3 | 642
CN(C)CC(O)COc1ccc(C(C)(C)c2ccc(OCC(O)CN(C)C)cc2)cc1 (centres undefined) | i | -0.4% | 4.8% | 3.2 | 2.4 | 11.8 | -0.41 | 1289 | i | 42.3 | 0.347 | -0.376 | 0.211 | -0.103 | 12.1% | · | ·

2 entries picked at random from those above, as already listed:
SMILES | Yfh1-depleted yeast | ER stress rescue | P. falciparum M17LAP | MT stabilize HCS | MT stabilize HCS Hoechst-high % | MT stabilize HCS cytotoxicity % | Insulin prom up | Insulin prom up cell count | Autophagy HCS | Autophagy HCS cell loss 18 h | Dynein cargo inh | Dynein cargo inh cytoplasmic EGFP | Dynein cargo inh nuclear GR-EGFP | Dynein cargo inh cell count | P. falciparum M1AAP | Hep lipid drop | Hep lipid drop cells 6.5 µM
COc1ccccc1C(=O)N1CCC(C(=O)c2ccc(F)cc2)CC1 | i | -0.7% | -0.2% | 1.8 | 1.4 | 7.8 | -0.54 | 1634 | i | 0.7 | -0.369 | -0.2 | -0.02 | 0.245 | -4.5% | · | ·
CCOc1cc(N2CCOCC2)c(OCC)cc1NC(=O)CN1C(=O)NC2(CCc3ccccc32)C1=O (centres undefined) | i | -1.9% | -2.1% | 2.0 | 1.0 | 7.0 | -1.12 | 1019 | i | -11.7 | 0.407 | -0.219 | 0.454 | 0.169 | 17.2% | -2.3 | 776
